# SENP8 block-1: blocks human SENP8 cleavage of Nedd8 substrate; Q96LD8; recombinant SENP8, Nedd8 substrate fluorescence; inhibition, % at 20 µM; 360,000 compounds, 0.64% hits; AID 602440; in the data active = inhibition mostly above about 40%, no sharp cut-off; inactive = mostly below about 27%
# UBC13 inh: inhibitors of human UBC13 polyubiquitin chain formation; AID 485273; 330,000 compounds, 0.47% hits; TR-FRET; inhibition, % at 20 µM; in the data active = inhibition above about 45%, passing the limit was not always enough
# Target sequence (P61088 whole entry, looked up): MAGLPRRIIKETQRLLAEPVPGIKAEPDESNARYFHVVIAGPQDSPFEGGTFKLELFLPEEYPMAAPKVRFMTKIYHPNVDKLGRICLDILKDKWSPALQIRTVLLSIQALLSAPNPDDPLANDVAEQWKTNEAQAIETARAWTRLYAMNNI
# SENP8 block-2: blocks the human protease SENP8; Q96LD8; purified SENP8, Z-RLRGG-aminoluciferin cleavage, luminescence; inhibition, % at 10 µM; 330,000 compounds, 1.2% hits; AID 2540; in the data active = inhibition above about 50%
# APOBEC3G inh: inhibitors of human APOBEC3G DNA deaminase | recombinant A3G, ssDNA deamination FAM/TAMRA fluorescence | inhibition, % at 20 µM | 330,000 compounds, 0.28% hits;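 active = inhibition of at least 40% at 20 µM, with no more than 30% in the related APOBEC3A deaminase screen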;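 note: plate controls were DMSO wells with A3G for no effect and wells lacking A3G enzyme for full effect; some compounds called inactive have numbers as strong as hits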
# SENP7 inh: blocks the human protease SENP7 | inhibition, % at 5 µM | AID 434973 | Q9BQF6 | recombinant SENP7, Z-RLRGG-aminoluciferin luminescence, 40 min | 330,000 compounds, 1.5% hits;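 active = inhibition above about 50% at the single test dose, limit read from the data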;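 note: plate controls were DMSO with enzyme for no effect and no enzyme buffer wells for full effect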
# Target sequence (Q9BQF6 706-1050 limits assumed): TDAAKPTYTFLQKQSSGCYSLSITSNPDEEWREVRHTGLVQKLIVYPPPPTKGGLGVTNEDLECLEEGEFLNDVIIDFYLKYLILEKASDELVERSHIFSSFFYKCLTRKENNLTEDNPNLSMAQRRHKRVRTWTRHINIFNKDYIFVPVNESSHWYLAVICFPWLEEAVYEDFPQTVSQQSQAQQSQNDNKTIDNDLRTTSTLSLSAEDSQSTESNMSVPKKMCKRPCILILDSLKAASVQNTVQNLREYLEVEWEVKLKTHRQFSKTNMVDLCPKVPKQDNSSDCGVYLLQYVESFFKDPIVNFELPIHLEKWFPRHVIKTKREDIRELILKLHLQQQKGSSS
# SENP6 inh: SENP6 protease inhibition. inhibition, % at 10 µM. 330,000 compounds, 1.8% hits. Recombinant SENP6 catalytic domain, aminoluciferin luminescence. Q9GZR1. AID 2599;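 active = inhibition above about 50% at the single tested dose, limit read from the data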;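 note: plate controls were DMSO wells with enzyme for no effect and DMSO wells lacking enzyme for full effect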
# Target sequence (Q9GZR1 628-1112 limits assumed): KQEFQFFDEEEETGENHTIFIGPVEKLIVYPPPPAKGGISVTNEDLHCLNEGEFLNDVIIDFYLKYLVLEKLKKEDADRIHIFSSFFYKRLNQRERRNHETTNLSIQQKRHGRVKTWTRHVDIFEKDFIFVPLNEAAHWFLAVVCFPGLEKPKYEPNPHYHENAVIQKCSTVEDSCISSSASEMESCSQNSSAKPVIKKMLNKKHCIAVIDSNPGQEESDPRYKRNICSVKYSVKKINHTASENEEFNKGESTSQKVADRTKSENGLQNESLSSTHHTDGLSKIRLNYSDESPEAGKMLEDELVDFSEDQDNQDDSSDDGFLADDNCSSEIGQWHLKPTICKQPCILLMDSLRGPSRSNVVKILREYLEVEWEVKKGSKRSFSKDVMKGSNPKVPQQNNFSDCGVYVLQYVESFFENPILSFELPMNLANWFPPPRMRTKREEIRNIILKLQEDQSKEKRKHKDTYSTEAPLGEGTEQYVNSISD
# SENP1 FRET inh: blocks the human SENP1 SUMO protease catalytic domain. AID 624204. 360,000 compounds, 0.21% hits. Q9P0U3. inhibition, % at 10 µM. recombinant SENP1 catalytic domain, CyPet-SUMO1-YPet FRET cleavage;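 active = inhibition at least 30% at 10 µM, raw YFP signal under a set limit, fluorescence ratio 0.5 to 1.5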;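 note: 0% = enzyme with DMSO and 100% = no enzyme wells; some results filed as inactive read as strong as hits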
#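 Assay system: hSENP1 catalytic domain, recombinant. Amount: SENP1 enzyme, 20 pM final. Schedule: 50 min reaction, RT, dark. Technique: FRET, CFP and YFP emission. Control set: no-enzyme wells low, DMSO-plus-enzyme wells high control.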
# Apaf-1 inh: human Apaf-1 inhibition | AID 489030 | reconstituted apoptosome caspase-3 activity, DEVD-Rh110 fluorescence | inhibition, % at 20 µM | O14727 | 330,000 compounds, 0.71% hits; active = inhibition of at least 40% at 20 µM;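 note: plate controls were DMSO wells for no effect and DEVD-CHO caspase inhibitor wells for full effect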
#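 detection = Rh110 fluorescence intensity | test system = biochemical Apaf-1 apoptosome reconstitution | also added = cytochrome c and DEVD-Rh110 substrate | schedule = 30 min plus 50 min, RT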
# Starred values were filed as active, the others as inactive; i = inactive; / = not tested or not shown. This is a random part of the collection, and some 3.6% of all compounds hit somewhere here.
SMILES,SENP8 block-1,UBC13 inh,SENP8 block-2,APOBEC3G inh,SENP7 inh,SENP6 inh,SENP1 FRET inh,Apaf-1 inh
CC12CN3CC(C)(CN(C1)C3c1ccccc1F)C2 (stereo not drawn),25,-5,3,0,-4,-21,-2,-9
Cc1ccc(S(=O)(=O)N2CCc3ccccc3C2CC(=O)O)cc1 (stereo not drawn),11,-5,0,2,8,-20,1,-12
CCSc1ccccc1C(=O)Nc1cccnc1,18,-7,-3,-3,1,-13,0,-6
O=C(NCC1CCCO1)c1c(O)c2cccc3c2n(c1=O)CC3 (stereo not drawn),-139,32,-4,-3,7,7,4,4
CCn1nnnc1-c1ccc(OC)c(S(=O)(=O)Nc2ccc(C)c(C)c2)c1,14,5,-1,-8,4,-20,-1,-8
O=C(CN1C(=O)/C(=C/c2ccccc2Cl)SC1=S)NC1CCS(=O)(=O)C1 (stereo not drawn),17,-4,-6,-2,-1,-1,1,-4
Cc1ccc(S(=O)(=O)Nc2ccc3c(c2)C(=O)N([C@H](C)CO)C[C@H](C)[C@@H](CN(C)C(=O)Nc2ccc(C(F)(F)F)cc2)O3)cc1,23,4,8,-2,7,0,-1,9
CCCCCC(=O)N1CC2(CC)CN(C(=O)CCCCC)CC(CC)(C1)C2=O,14,-1,-2,-3,4,-5,3,-9
Cc1oc2c(c1C(=O)c1ccccc1)C(=O)C(=O)c1ccccc1-2,99*,-145,65*,7,42,83*,21,91*
O=C(Cc1ccccc1)Nc1cccc(C(=O)N/N=C/c2ccco2)c1,2,-11,-15,-8,-12,-17,2,5
O=CN1CCN(C(=O)c2ccc3c(c2)OCO3)CC1,15,-4,-9,-7,11,-7,0,9
Oc1ccc(N=Cc2c(O)ccc3ccccc23)cc1,23,-96,-22,15,15,20,-22,87*
CCOc1ccc(NC(=O)NNC(=O)c2ccc(CC)s2)cc1,14,-3,-12,-17,-8,-7,2,1
COc1ccccc1N1CCN(C(=O)CSc2nc3ccccc3[nH]2)CC1,11,12,1,19,5,-19,0,4
O=C(CNC(=O)c1ccc2ccccc2c1)Nc1ncccc1O,-8,-9,1,-6,5,11,-14,0
CN(C)c1cccc(C(=O)Nc2ccc(N3CCOCC3)cc2)c1,-2,-14,-11,-4,2,4,2,9
CCn1cnc2c1c(=O)n(CC(=O)N1CCc3ccccc31)c(=O)n2Cc1ccccc1,24,10,-3,-1,-6,1,-3,11
c1ccc(-c2csc(N3CCOCC3)n2)cc1,15,1,-16,-11,-16,7,3,-9
CN1CCN(CCOc2ccc(-c3ccccc3)cc2)CC1,15,-4,-8,-9,-7,17,1,12
CCOc1ncccc1C(=O)OCC(=O)c1cc(OC)c(OC)c(OC)c1,4,8,4,-8,0,-5,1,-24
COc1ccccc1C1CN(c2ccc(F)cc2F)N=C1c1cccs1 (stereo not drawn),-274,32,1,1,8,-45,-18,9
O=C(O)/C=C\C(=O)NNC(=O)c1cc(-c2ccccc2)n[nH]1,27,8,-4,1,7,3,1,-7
CCOc1ccc(Cl)cc1S(=O)(=O)N1CCC(C(=O)NCc2ccccn2)CC1,7,-3,-10,-8,-9,-27,-1,10
COCCSc1ccccc1C(=O)N1CCOCC1,7,4,8,0,3,-13,0,-5
CCC(=O)Oc1cccc(C(=O)Nc2cccc(NC(=O)c3ccco3)c2)c1,14,-1,-2,-4,14,-4,0,2
C/C=C/c1ccc(OCC(=O)NNC(=O)CN(C)S(=O)(=O)c2ccc(C)cc2)c(OC)c1,3,-8,-6,-10,-8,-7,1,12
O=C(Nc1ccccc1N1CCOCC1)c1cccc(Oc2ccccc2)c1,10,4,12,-10,5,6,-1,13
CC(C)(C)c1ccc(-n2ncc3c2CCCC3NC(=O)C2(C(N)=O)CC2)cc1 (stereo not drawn),14,-9,-5,-10,-5,-8,-5,12
O=C(NCC1CCCCC1)c1cc(S(=O)(=O)N2CCCCC2)ccc1N1CCOCC1,-2,-7,-2,-2,8,-12,1,13
COc1ccc(CN2CCNC(=O)C2CC(=O)NCC(C)(C)N2CCOCC2)cc1C (stereo not drawn),-3,-3,1,7,-1,14,-5,3
CCN(C[C@H]1N[C@@](Cc2ccccc2)(C(=O)OC)[C@H]2C(=O)N(C)C(=O)[C@@H]12)S(=O)(=O)c1ccc(-c2ccccc2)cc1,5,-9,5,-7,-8,-4,0,9
Cc1cccc(Sc2ccc([N+](=O)[O-])cn2)c1,16,-8,1,6,9,-3,0,8
Cc1ccc(-c2c[n+](CC(=O)Nc3nc(-c4ccccc4)cs3)c3n2CCC3)cc1,26,34,-16,-3,12,-17,0,13
COc1ccccc1Nc1cc(C(=O)NC2CCCC2)c2ccccc2n1,-17,1,-11,-9,9,5,-3,0
CCN(CC)CCCN1C=C2C(=O)C(C)(OC(=O)CCC(=O)OC)C(=O)C=C2C=C1C1CC1 (stereo not drawn),31,-25,12,-5,3,22,-63,39
O=C(CN1CCOCC1)NCCc1ccccc1,17,0,-1,-2,-7,5,0,-7
C=CCc1cc(Cl)ccc1OC(=O)Nc1cccc(Cl)c1,16,5,-2,1,1,3,0,-4
Cc1ccccc1NC(=S)N=Nc1c(O)n(C)c2ccc(S(=O)(=O)N3CCOCC3)cc12,36,-14,-2,0,4,-8,-1,-1
CCCCC(=O)Nc1ccc(NC(=S)NC(=O)c2ccco2)cc1OC,25,11,-14,2,-6,-4,0,4
CC(NC(=O)c1ccccc1NS(=O)(=O)c1ccc(CCC(=O)O)cc1)c1ccccc1 (stereo not drawn),-71,2,2,0,-6,1,0,9
COc1ccccc1-c1cn[nH]c1-c1ccc(OCC(=O)NN)cc1O,11,6,5,-4,9,5,1,10
Cc1nc2ccccc2c(=O)n1NC(=O)c1cncc(Br)c1,0,-5,-2,-2,2,-4,1,-1
CC(=O)c1ccc(NC(=O)C2CCCN(S(=O)(=O)c3ccc(-n4cnnn4)cc3)C2)cc1 (stereo not drawn),6,2,-1,-9,-3,-19,2,4
COc1ccc(NC(=O)CC2COc3ccccc3O2)c(OC)c1 (stereo not drawn),23,-1,2,-4,2,15,4,-4
CS(=O)(=O)N1N=C(c2ccco2)CC1c1ccc(Cl)cc1Cl (stereo not drawn),-1,-1,-2,-2,-3,-36,2,9
CCOC(=O)c1ccc(CNC(=O)c2n[nH]c(=O)c3ccccc23)o1,16,3,4,5,2,20,2,-13
C/C(CC(=O)Nc1ccc(Cl)c(Cl)c1)=N\NC(=O)C(=O)N1CCCCC1,1,4,-3,9,0,-21,1,3
COc1ccc(NC(=O)CSCC(=O)N2CCN(c3cccc(C(F)(F)F)c3)CC2)cc1,3,10,9,-1,-1,0,3,11
O/N=C/c1ccc(OCc2ccccc2F)c(Cl)c1,11,9,80*,-1,75*,92*,1,4
Cn1c(SCc2ccccc2Cl)nc(C(F)(F)F)cc1=O,7,-5,-12,-7,-7,-19,1,5
Oc1ccc(/C=N/NC(=S)Nc2cccnc2)c(O)c1,-97,-28,9,-5,3,14,-27,2
Cc1ccc(SCCN)cc1C,15,2,1,2,14,14,2,-1
Cc1ccccc1CC1(CO)CCCN(C(=O)Cc2c(F)ccc(F)c2F)C1 (stereo not drawn),8,3,-10,-9,-4,4,2,9
CC[C@]12c3[nH]c4ccc(OC)cc4c3CCN1C(=O)C(CC(=O)NCCC1=CCCCC1)C[C@@H]2C(=O)N1CCN(C(=O)C2CC2)CC1 (stereo partly drawn),4,/,/,1,-2,/,1,6
O=C(O)c1ccc(NC(=O)c2ccc3c(c2)C(=O)N(c2ccccc2)C3=O)cc1,18,-4,-4,-6,0,1,1,-5
CC(Oc1ccc(F)cc1F)C(=O)NNC(=S)NCC1CCCO1 (stereo not drawn),8,-3,3,-4,-3,-5,3,2
Cc1ccc(SCCC(=O)Nc2ccccc2C(=O)NC2CCCCC2)cc1,-23,-11,-6,-6,5,7,0,7
O=C(CN1C(=O)/C(=C\c2ccccc2Br)Oc2ccccc21)NCCCN1CCOCC1,-318,43,-10,-8,-6,-6,2,15
CCOc1ccc2oc(C(=O)OC(C(=O)NC(N)=O)C(C)C)c(C)c2c1 (stereo not drawn),-427,4,-7,1,-6,2,-7,6
Cc1[nH]c2ccc(C(=O)N3CCN(c4ccc(F)cc4)CC3)cc2c1C,11,11,-2,-8,2,-5,0,13

# Entries from the list above that contain two or more sulfur atoms (two):
SMILES,SENP8 block-1,UBC13 inh,SENP8 block-2,APOBEC3G inh,SENP7 inh,SENP6 inh,SENP1 FRET inh,Apaf-1 inh
O=C(CN1C(=O)/C(=C/c2ccccc2Cl)SC1=S)NC1CCS(=O)(=O)C1 (stereo not drawn),17,-4,-6,-2,-1,-1,1,-4
Cc1ccccc1NC(=S)N=Nc1c(O)n(C)c2ccc(S(=O)(=O)N3CCOCC3)cc12,36,-14,-2,0,4,-8,-1,-1

# The listing continues:
SMILES,SENP8 block-1,UBC13 inh,SENP8 block-2,APOBEC3G inh,SENP7 inh,SENP6 inh,SENP1 FRET inh,Apaf-1 inh
CCN1CCN(C(c2cccs2)C(C)NS(=O)(=O)c2ccccc2)CC1 (stereo not drawn),11,-1,8,-4,-2,1,3,-4
O=C(CSc1nc2ccccc2[nH]1)c1ccco1,9,-7,-1,2,14,-1,0,-7
COc1ccc(-c2cc(C(F)(F)F)n3nc(C(=O)Nc4c(C)n(C)n(-c5ccccc5)c4=O)c(Cl)c3n2)cc1,-13,-4,-3,-7,-3,10,-17,15
C=C[C@H]1[C@H](OC2OC(CO)C(O)C(O)C2O)OC=C(C(=O)OC)[C@H]1C[C@H]1CC(=O)C[C@H](CC(=O)CCc2ccc(O)cc2)O1 (stereo partly drawn),/,-3,-12,-7,10,-17,/,-1
Cc1cccc(N/C(N)=N/c2nc(CSc3ccc(Cl)cc3)cc(=O)[nH]2)c1,/,11,-1,-8,-7,-21,/,-17
CC(=O)c1c(C)[nH]c(C(=O)Nc2nc(C)cs2)c1C,-84,-5,3,1,20,7,-2,-5
COc1ccc(-c2cccc(C(=O)Nc3cccc(C(=O)O)c3)c2)cc1,0,-6,53*,-1,59*,84*,1,4
Cc1cc2nc(-c3ccc(SCC(=O)N4CCc5ccccc54)nc3)[nH]c2cc1C,-280,-21,-13,-2,-9,-22,-8,-15
CCn1nc(C(=O)Nc2ccc(S(=O)(=O)Nc3nccs3)cc2)c2ccccc2c1=O,13,-8,11,5,7,-4,-2,4
O=C(O)C1C2C=CC(C2)C1C(=O)NC(c1ccccc1)c1ccccc1 (stereo not drawn),2,-1,-5,-1,3,-5,3,2
CC(C)C[C@H]1CN=C(Nc2ccccc2)N1CC1CCC(C)CC1 (stereo partly drawn),9,25,6,-8,-8,-3,2,5
C[C@H](CO)N1C[C@H](C)[C@@H](CN(C)CC2CCCCC2)Oc2c(NS(=O)(=O)c3cn(C)cn3)cccc2C1=O,-6,-2,-6,-7,-8,-7,0,9
Cc1cccc(C)c1OCC(=O)Nc1cccc(S(=O)(=O)N2CCCC2)c1,13,-4,2,-5,9,6,-1,17
C[C@@H](NC(=O)[C@@H]1Cc2ccccc2CN1C(=O)OC(C)(C)C)C(=O)NC1CCCC1,-12,2,-19,-4,-13,-8,2,12
CC(=O)c1ccc(-c2ccc(C(=O)N3CCC(C(N)=O)CC3)o2)cc1,i,8,13,-3,-3,-1,-3,0
Cc1ccc(S(=O)(=O)NCCCNS(=O)(=O)c2ccccc2Br)cc1,-2,/,/,0,5,/,0,13

# Filtered by structure, the compounds so far containing a thiophene ring, fused or not.
SMILES,SENP8 block-1,UBC13 inh,SENP8 block-2,APOBEC3G inh,SENP7 inh,SENP6 inh,SENP1 FRET inh,Apaf-1 inh
CCOc1ccc(NC(=O)NNC(=O)c2ccc(CC)s2)cc1,14,-3,-12,-17,-8,-7,2,1
COc1ccccc1C1CN(c2ccc(F)cc2F)N=C1c1cccs1 (stereo not drawn),-274,32,1,1,8,-45,-18,9
CCN1CCN(C(c2cccs2)C(C)NS(=O)(=O)c2ccccc2)CC1 (stereo not drawn),11,-1,8,-4,-2,1,3,-4

# Bioassay records as filed in PubChem BioAssay.
